3CLpro inhibitor: SARS-CoV 3CLpro protease inhibition; P0C6X7; recombinant SARS-CoV 3CLpro, quenched FRET peptide cleavage; inhibition, % at 6 µM; hit rate 0.14% among 290,000; AID 1706; in the data active = inhibition above about 12%
SSB-PriA inh: blocks PriA binding to SSB C-terminal tail; inhibition, % at 33 µM; AlphaScreen SSBct-PriA binding, biotinylated peptide; hit rate 0.6% among 430,000; in the data active = inhibition mostly above about 37%, no sharp cut-off; inactive = mostly below about 20%;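 note: plate controls were negative control peptide for no effect and reference peptide for full effect; strong numbers were not always called active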
TcdB GH inh: inhibitors of Clostridioides difficile toxin B glycohydrolase. inhibition, % at 9.99 µM. hit rate 0.24% among 350,000. P18177. TcdB glycohydrolase enzymatic assay, plate reader; in the data active = inhibition above about 10%
PrPC surface inh: cell surface PrPC inhibition, primary TR-FRET screen. P04156. AID 720596. inhibition, % at 13.8 µM. TR-FRET read-out. hit rate 0.43% among 370,000; in the data active = inhibition above about 24%; note: 0% = median of the test wells and 100% = reference compound wells
Anthrax LF inh2: inhibitors of Bacillus anthracis lethal factor protease; P15917; multiplex microsphere protease cleavage assay, LF; inhibition, % at 10 µM; hit rate 0.12% among 360,000; note: plate controls were buffer without enzyme for full effect and enzyme alone for no effect
Target sequence (P15917 whole entry, looked up): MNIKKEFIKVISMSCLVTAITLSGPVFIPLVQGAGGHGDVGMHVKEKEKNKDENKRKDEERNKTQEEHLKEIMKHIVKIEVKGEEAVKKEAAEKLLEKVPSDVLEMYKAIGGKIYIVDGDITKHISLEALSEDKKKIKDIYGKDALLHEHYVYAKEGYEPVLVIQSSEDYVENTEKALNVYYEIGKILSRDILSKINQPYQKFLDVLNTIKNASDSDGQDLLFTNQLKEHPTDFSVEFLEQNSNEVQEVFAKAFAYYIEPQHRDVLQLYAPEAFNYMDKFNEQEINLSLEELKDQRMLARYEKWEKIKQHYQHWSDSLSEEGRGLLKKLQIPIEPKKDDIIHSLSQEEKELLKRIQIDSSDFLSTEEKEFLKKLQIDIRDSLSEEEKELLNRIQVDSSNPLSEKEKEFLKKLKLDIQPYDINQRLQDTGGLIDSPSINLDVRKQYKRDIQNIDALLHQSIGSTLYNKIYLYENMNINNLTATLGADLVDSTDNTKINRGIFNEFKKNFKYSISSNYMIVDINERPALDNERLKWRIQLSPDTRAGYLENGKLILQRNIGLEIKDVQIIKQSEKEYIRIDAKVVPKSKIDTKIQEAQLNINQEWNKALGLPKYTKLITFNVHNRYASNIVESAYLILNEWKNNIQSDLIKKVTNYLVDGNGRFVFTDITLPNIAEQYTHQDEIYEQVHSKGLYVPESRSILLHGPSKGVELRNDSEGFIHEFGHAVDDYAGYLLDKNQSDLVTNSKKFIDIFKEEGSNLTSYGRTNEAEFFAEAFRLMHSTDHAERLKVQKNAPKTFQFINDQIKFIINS
Yp Topo-I inh: inhibitors of Yersinia pestis topoisomerase I; Y. pestis Topo-I cleavage product accumulation, plate reader; activity, % at 10 µM; hit rate 0.064% among 360,000; in the data active = activity above about 50%, passing the limit was not always enough; note: inactives centre near 2
PfHsp40 rescue: compounds rescuing yeast from Plasmodium falciparum HSP40 toxicity. growth rescue, % at 12.5 µM. S. cerevisiae expressing PfHsp40, growth rescue, ATP luminescence. hit rate 0.68% among 340,000; in the data active = growth rescue above about 28%, passing the limit was not always enough;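 note: yeast W303a lacking pdr1 and pdr3 grown in galactose medium; growth measured after three days at 30 °C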
BoNT A protease: inhibitors of Botulinum neurotoxin A light chain protease; multiplex microsphere protease substrate cleavage, flow cytometry; inhibition, % at 10 µM; hit rate 0.17% among 360,000; AID 588499; note: plate controls were buffer without enzyme for full effect and enzyme alone for no effect
BH1578 lux ind: quorum light induction in luxS cqsA deficient V. cholerae. V. cholerae BH1578 lux reporter, luminescence, 6 h. activation, % at 18.7 µM. hit rate 0.16% among 350,000; in the data active = activation mostly above about 9.7%, no sharp cut-off; note: not every result past the cut was called active; inactives centre near 0; reference of the scale not given here
An asterisk follows results filed as active; i = inactive; nt = not tested or not shown. Cut-off read from the data, not from the text of the source, unless noted: active = inhibition above about 30%; inconclusive = no clear call, values can overlap the other calls; inactive = below that. An excerpt, so the mix of outcomes need not match the whole.

Fields: 3CLpro inhibitor, SSB-PriA inh, TcdB GH inh, PrPC surface inh, Anthrax LF inh2, Yp Topo-I inh, PfHsp40 rescue, BoNT A protease, BH1578 lux ind
1. NC(=O)CC(NC(=O)c1cccc(Br)c1)c1ccc(N2CCN(c3ccccn3)CC2)c([N+](=O)[O-])c1 (stereo unspecified)
→ 5, 23, nt, -6, -2, 4, 5.2, -0.8, i
2. Cc1cc(N2CCN(c3ccccc3)CC2)nc2ccccc12
→ -2, -19, 0.5, 4, -2, 11, 0.8, -0.5, -0.3
3. O=S(=O)(NCc1cccnc1)c1ccc(Br)s1
→ -6, 2, nt, -1, -1, -4, -0.2, -1.8, i
4. CC(C)Cn1c(SCC(=O)Nc2ccc3[nH]c(=O)[nH]c3c2)nc2ccccc2c1=O
→ nt, 5, -0.1, 0, nt, 8, 1.0, nt, -0.2
5. C=CCOc1ccc(C2N3CC4(CC)CN2CC(CC)(C3)C4=O)cc1 (stereo unspecified)
→ 1, -12, nt, -2, 0, -1, -0.9, 0.1, 0.6
6. CC(C)CNC(=S)NNC(=O)c1ccc(OC(F)F)cc1
→ -2, 0, nt, 0, 0, 11, -0.1, 0.1, 2.7
7. C=CCN1C(=NC(=O)CCCC(=O)O)SC2CS(=O)(=O)CC21 (stereo unspecified)
→ 4, -8, nt, 7, 3, 1, -1.4, -0.3, i
8. O=[N+]([O-])c1ccc(/C=C/c2nc3ccc([N+](=O)[O-])cc3[nH]2)cc1
→ 1, 4, 1.6, -5, 9, -17, -1.2, 18, i
9. Cc1ccc(-c2c(C#N)c(N)n(-c3ccc(C)cc3)c(=O)c2C#N)cc1
→ 1, 5, nt, 2, -6, 9, -0.5, 0.2, i
10. O=C(Nc1cc2c(cc1Br)OCCCO2)c1ccccc1
→ -5, -4, nt, -4, -5, -4, 0.7, -0.7, -3.4
11. CC(=O)c1coc2c1cc(O)c1ccccc12
→ 0, -8, nt, -1, -3, -5, 0.2, -0.4, 0.4
12. CCOC(=O)c1c(NC(=O)c2ccco2)sc(C(=O)N2CCCC2)c1C
→ 4, -11, nt, 3, -2, -3, -1.4, 2.2, nt
13. O=[N+]([O-])c1cccc(/C=N/Nc2cc(N3CCOCC3)ncn2)c1
→ -9, i, 1.3, -6, 16, -4, -0.5, -0.1, i
14. CC(=O)N1CCc2cc(S(=O)(=O)CCC(=O)NCc3ccc(F)cc3)ccc21
→ 2, 1, -0.1, -3, -3, 1, -0.9, -0.1, -2.0
15. O=C(CCC1CCCN(C(=O)c2cncs2)C1)NCc1ccc(F)c(F)c1 (stereo unspecified)
→ 3, -25, -1.8, -3, 1, 11, -0.1, -0.6, -0.3
16. CCSc1cnn(-c2ccccc2)c(=O)c1SCC
→ -2, -24, nt, -5, -2, 1, 0.0, -0.1, -3.3
17. Cc1cc(-c2nnc(CCC(=O)NC(Cc3ccccc3)c3ccccc3)o2)no1 (stereo unspecified)
→ -1, -15, nt, -3, 0, 3, 0.3, 1.0, -0.5
18. CCC(CC)NC(=O)Nc1ccc(C)cc1
→ 3, -15, -0.4, 7, -4, 2, -0.2, -1.0, 2.3
19. CC(C)c1ccc(NC(=O)Nc2cc3sccc3n2C)cc1
→ -9, 16, 0.4, -5, -14, -18, 1.5, 2.7, nt
20. Cn1c2c(c(=O)n(C)c1=O)C(NS(=O)(=O)c1ccc(Cl)cc1)(C(F)(F)F)C(=O)N2 (stereo unspecified)
→ -3, 0, nt, 2, -1, 1, -1.9, 1.2, 1.2
21. O=Cc1ccc(OC(=O)CCCCC(=O)Oc2ccc(C=O)cc2)cc1
→ 7, -5, 0.6, -8, 12, 1, 2.9, -0.3, -0.8
22. Cc1cccc(C)c1-n1nnnc1C(c1cccs1)N1CCC2(CC1)C(=O)NCN2c1ccccc1 (stereo unspecified)
→ nt, nt, 1.1, 0, 0, nt, nt, 0.5, nt
23. COc1ccc(C(=O)OCC(N)=O)cc1[N+](=O)[O-]
→ 2, -1, 0.2, -1, 1, -6, 0.6, 0.8, -0.7
24. Cc1ccc(S(=O)(=O)Nc2ccc3cn[nH]c3c2)c(C)c1
→ nt, 1, 7.2, 0, nt, 4, 0.4, nt, -1.6
25. OCCNc1nc(-c2ccccc2)nc2ccccc12
→ -1, -2, 0.9, 2, -8, 4, -0.6, -0.2, -0.4
26. Cc1ccc(C2/C=C\CC(NC(=O)OCC3c4ccccc4-c4ccccc43)CC(=O)N2Cc2ccccc2)cc1 (stereo unspecified)
→ nt, -22, 0.2, 5, -4, 7, 0.0, -0.8, -1.6
27. CCN(CC)C(=O)CSc1nc2cc3c(cc2c(=O)n1Cc1ccc(OC)cc1)OCO3
→ 0, 3, -1.0, -10, 6, 1, 0.0, 0.3, -0.2
28. N#CCSc1ccccc1NC(=O)COc1ccc(-c2nnco2)cc1
→ nt, -6, 2.2, -3, -2, 5, -0.2, 1.2, -0.6
29. CCOC(=O)C(NC(C)=O)C(=O)Nc1ccc(C(C)(C)C)cc1 (stereo unspecified)
→ 4, -6, 1.8, 1, -2, -3, -0.9, -0.5, -0.2
30. CC(CC(=O)O)Nc1ccccc1O (stereo unspecified)
→ 1, -19, 3.4, -11, -4, -2, -0.9, -1.9, -0.1
31. CC(C)(C)c1cc(NC(=O)C2(C)CCN2C(=O)C2(c3ccccc3)CCCC2)no1 (stereo unspecified)
→ nt, nt, 0.7, -1, 1, 33, nt, -0.3, i
32. Cn1c(=O)c([N+](=O)[O-])c(-n2ccnc2)c2ccccc21
→ -5, 9, -0.3, -2, -5, 13, 0.3, 0.2, 0.1
33. Cc1c(C(=O)N2CCN(c3ncccn3)CC2)sc2nc3n(c(=O)c12)CCCC3
→ 2, -6, nt, -4, 1, 10, 0.2, -0.5, 0.5
34. Cn1c(SCc2cccnc2)nnc1-c1c[nH]c2ccccc12
→ -2, -6, 1.3, 3, -3, -5, -0.8, -0.5, -0.6
35. Cc1cc(C(=O)O)c(=O)[nH]c1C
→ 1, -5, nt, 7, -4, 0, -1.4, -0.5, i
36. Cc1cc(NC(=O)C(C)SCC(=O)OC(C)C(=O)Nc2ccccc2C)no1 (stereo unspecified)
→ 8, -12, -0.3, -1, 9, 4, -1.3, 0.1, 0.4
37. O=C(NNC(=O)c1sccc1-n1cccc1)c1ccc(F)cc1
→ 2, -15, -0.2, 1, -1, 2, 0.5, -1.4, -1.7
38. O=C(COc1ccccc1[N+](=O)[O-])Nc1cccc(Cl)c1N1CCOCC1
→ -2, 23, 0.4, 6, -3, 15, 8.8, -1.7, i
39. CCOc1ccc2c(c1)C(N(CCN1CCOCC1)C(=S)Nc1ccccc1OC)CC(C)(C)O2 (stereo unspecified)
→ -1, 9, 0.6, 3, -3, 3, 3.4, -0.1, -0.3
40. Cc1ccc(S(=O)(=O)NC(=O)NC(=O)N(C)S(=O)(=O)c2ccc(C)cc2)cc1
→ -4, -29, 1.5, 7, -1, 8, -1.1, -0.2, -0.3
41. COc1cccc2cc(C(N)=O)oc12
→ -1, -7, -0.1, -6, -3, 0, 1.3, -1.0, -3.1
42. NC(=O)C(=O)NN=C1CCC(c2ccccc2)CC1 (stereo unspecified)
→ -4, 1, nt, -1, 2, 3, -0.2, 1.0, -0.5
43. CCC(C)(C)n1nnnc1C(c1ccccc1)N1CCN(Cc2ccccc2)CC1 (stereo unspecified)
→ 2, 10, 1.2, 4, -6, 14, -0.6, -0.5, -1.8
44. O=C(N/N=C/c1c[nH]c2ccccc12)c1ccc2c(c1)OCCO2
→ 7, nt, 1.8, 11, 11, -17, 0.2, -4.1, -0.3
45. Cc1ccc(S(=O)(=O)N2CCN(C(=O)COC(=O)CC(C)c3ccccc3)CC2)c(C)c1 (stereo unspecified)
→ nt, -11, 0.7, 8, 0, 20, 0.9, 0.2, -1.2

Entries of single compounds from above. Screens in order: 3CLpro inhibitor	SSB-PriA inh	TcdB GH inh	PrPC surface inh	Anthrax LF inh2	Yp Topo-I inh	PfHsp40 rescue	BoNT A protease	BH1578 lux ind
`NC(=O)C(=O)NN=C1CCC(c2ccccc2)CC1` (stereo unspecified) is listed as -4	1	nt	-1	2	3	-0.2	1.0	-0.5
`Cc1ccc(S(=O)(=O)N2CCN(C(=O)COC(=O)CC(C)c3ccccc3)CC2)c(C)c1` (stereo unspecified) is listed as nt	-11	0.7	8	0	20	0.9	0.2	-1.2

The results go on.
Fields: 3CLpro inhibitor, SSB-PriA inh, TcdB GH inh, PrPC surface inh, Anthrax LF inh2, Yp Topo-I inh, PfHsp40 rescue, BoNT A protease, BH1578 lux ind
46. CC[N+](CC)(CC)CC(=O)Nc1ccc(SC(F)F)cc1
→ -1, -9, 1.9, -5, -4, -4, -0.7, 1.1, -4.3
47. O=C(C1CCC(CNS(=O)(=O)c2ccc(F)cc2)CC1)N1CCOCC1 (stereo unspecified)
→ 6, -10, 1.3, 5, 3, 4, 3.8, 0.5, -0.5
48. COc1nnc(-c2ccc(N3CCOCC3)c(NC(=O)c3ccc(C)cc3)c2)c2ccccc12
→ -7, -4, nt, 0, -1, 17, -0.4, 0.6, -0.3
49. CC1CC(=O)N(c2ccc(Br)cc2)C(=O)C1
→ 4, 2, 0.6, -1, nt, 7, -1.4, nt, -0.8
50. COc1ccc(CCNC(=O)CSc2ccc(-c3ccco3)nn2)cc1
→ 8, -4, -1.1, 4, -5, 8, 0.1, 0.0, i
51. O=S(=O)(c1cccc(Cl)c1Cl)N1CCN(C(=S)NCCCN2CCOCC2)CC1
→ 3, -1, 0.9, 2, -7, 4, -0.8, -1.3, -0.2
52. N#C/C(C(=O)c1ccccc1)=C1/CCCN1
→ -3, nt, nt, 4, -3, 10, 0.3, -1.7, i
53. CC(C)CC(=O)NC(NC(=S)Nc1cccc2cccnc12)C(Cl)(Cl)Cl (stereo unspecified)
→ 1, -9, nt, 3, -9, -12, -0.9, 0.5, 0.5
54. COC(=O)c1cccc(NC(=O)N2C[C@H]3C[C@@H](C2)c2cccc(=O)n2C3)c1
→ -2, nt, 0.9, 1, -1, 0, -0.8, -0.6, -0.3
55. Cc1sc2nc(CSCC(=O)NC(C)(C)C)[nH]c(=O)c2c1C
→ -3, -9, -0.3, 0, 2, 7, -0.5, 1.7, -0.4
56. Cn1nc(-c2ccc(OCC(=O)Nc3cccnc3)cc2)c2ccccc2c1=O
→ -7, -7, nt, 10, -7, 0, 0.2, 0.8, i
57. C=CCN(CC=C)C(=S)Nc1ccccc1
→ -3, -11, nt, -8, -1, -7, 0.7, 2.7, -0.4
58. O=C(N/N=C/c1ccccc1O)c1ccncc1
→ nt, nt, -46, 4, -2, 13, -0.4, 0.0, i
59. COc1ccc(NC(=O)C2CCN(C(=O)NCc3ccccc3)CC2)cc1
→ 1, -20, nt, -5, -2, 16, 1.1, 0.8, -12
60. CC1SC(c2cccc(Cl)c2)NC1=O (stereo unspecified)
→ -1, 2, nt, -2, 2, -6, 0.2, -0.6, i
61. OCCC1CN(Cc2ccc3nsnc3c2)CCN1CCc1ccccc1 (stereo unspecified)
→ -1, -1, nt, -24, 0, -1, -0.2, -0.4, i
62. CC(C)c1onc(C(=O)N2CCN(Cc3ccccc3)CC2)c1[N+](=O)[O-]
→ 1, 1, 0.8, 2, 0, -5, 1.2, -0.5, 0.4
63. O=C(NCCCn1ccnc1)C1CCN(S(=O)(=O)c2ccc(F)cc2)CC1
→ 0, -12, 0.4, 1, 8, 0, -2.1, -2.4, -0.6
64. CCC(=O)N1CCc2cc(S(=O)(=O)NCCC(=O)N3CCN(c4ccccc4)CC3)ccc21
→ -6, -9, 0.9, 7, 1, 0, -0.5, 0.7, i
65. CCn1c(SC/C=C/c2ccccc2)nnc1-c1cccs1
→ 5, -9, nt, 3, 1, 23, 0.0, -3.3, -2.2
